# SKN-1 inh = blocks SKN-1 activity in C. elegans; inhibition, % at 21.8 µM; AID 624304; C. elegans VP596 Pgst-4::GFP/RFP ratio, acrylamide-induced, 24 h; 360,000 compounds, 0.49% hits;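 active = interference check ratio from 0.5 to 1.5 plus GFP to RFP signal ratio inhibition reaching or exceeding a fixed threshold, cut at about 30% in these data, passing the limit was not always enough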; also: some compounds called inactive have numbers as strong as hits
# TbMetRS inhib = blocks T. brucei methionyl-tRNA synthetase activity; purified T. brucei MetRS, ATP depletion, Kinase-Glo luminescence; inhibition, % at 11.9 µM; 360,000 compounds, 0.4% hits; AID 624268;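 active = inhibition above a per-plate cutoff of the control wells' mean inhibition plus 3 SD, cut at about 5.5% in these data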;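 also: 0% = DMSO wells median and 100% = median of wells with control inhibitor compound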
#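 Dosing: 11.9 µM compound single dose, 0.9% DMSO; Assay system: purified T. brucei MetRS enzyme; Measured by: Kinase-Glo luciferase luminescence reporting remaining unconsumed ATP; Schedule: 15 min plus 2 h at 25 °C.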
# NadD block = NadD (S. aureus) enzyme inhibition | 360,000 compounds, 0.78% hits | purified NadD enzyme, colorimetric absorbance read-out | inhibition, % at 20 µM; in the data active = inhibition above about 26%; also: some compounds past the cut are filed as inactive
# Neddylation inh = cullin neddylation inhibition. P61081+Q13564. TR-FRET cullin neddylation, biochemical. calls only at 25 µM. 360,000 compounds, 0.58% hits. AID 651699; in the data active = inhibition above about 36%
# SUMO1-SIM PPI = alters human SUMO1 binding to SIM partners; P63165; 360,000 compounds, 0.33% hits; inhibition, % at 20 µM; AID 602429; SUMO1 binding to a labelled peptide, TR-FRET, 1 h; in the data active = inhibition above about 37%
# Target sequence (P63165 whole entry, looked up): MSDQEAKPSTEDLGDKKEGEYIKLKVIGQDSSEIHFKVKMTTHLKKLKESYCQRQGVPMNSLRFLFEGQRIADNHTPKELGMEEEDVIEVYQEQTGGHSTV
# Scp1 inh = Scp-1 (human) phosphatase inhibition. Q9GZU7. Recombinant Scp1, phosphopeptide, malachite green phosphate absorbance. inhibition, % at 20 µM. 340,000 compounds, 0.88% hits. AID 493091;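 active = inhibition above about 50% at 20 µM, limit read from the data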;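 also: plate controls were DMSO wells with enzyme for no effect and wells lacking enzyme for full effect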
# Target sequence (Q9GZU7 76-261 limits assumed): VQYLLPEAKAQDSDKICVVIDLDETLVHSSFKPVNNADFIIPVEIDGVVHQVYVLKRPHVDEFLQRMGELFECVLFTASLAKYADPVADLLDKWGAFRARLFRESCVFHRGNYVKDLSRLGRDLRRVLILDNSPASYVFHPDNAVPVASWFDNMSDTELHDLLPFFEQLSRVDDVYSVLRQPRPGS
#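 Test system – truncated SCP-1 phosphatase (76-261aa) · Reagent – Phosphorylated 17-residue peptide substrate · Incubation – 45 min room-temperature reaction, 5 min colour, 30 min stabiliser · Detection – colorimetric phosphate reagent with accelerator and stabiliser, absorbance at 630 nm · Measure – % inhibition at 20 µM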
# STEP inh = blocks human striatal-enriched tyrosine phosphatase | 360,000 compounds, 0.25% hits | recombinant STEP, OMFP fluorogenic substrate, fluorescence | inhibition, % at 20 µM | P54829;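 active = inhibition at 20 µM, scaled per plate between control wells, above about 37%, limit read from the data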;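 also: 0% = DMSO with enzyme and substrate and 100% = substrate only without enzyme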
#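 System: STEP phosphatase, cell-free reaction; Buffer or medium: Bis-Tris pH 6.0 buffer with DTT, detergent; Incubation: 20 min at room temperature, dark; Measured by: fluorescence, 480/540 nm.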
# LMPTP block = blocks human LMPTP phosphatase; P24666; recombinant LMPTP-A, OMFP fluorogenic substrate, fluorescence intensity; inhibition, % at 20 µM; 360,000 compounds, 0.22% hits; AID 651560;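 active = compounds that cut the enzyme signal by at least half of the control window in the single-dose screen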;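 also: plate controls were DMSO wells with enzyme plus substrate for no effect and substrate without enzyme for full effect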
# Target sequence (P24666 whole entry, looked up): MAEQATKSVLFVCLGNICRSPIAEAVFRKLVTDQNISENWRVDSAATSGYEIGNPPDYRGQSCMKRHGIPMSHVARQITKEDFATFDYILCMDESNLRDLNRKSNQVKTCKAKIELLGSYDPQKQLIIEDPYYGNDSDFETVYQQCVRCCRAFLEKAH
#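 Test system: LMPTP-A phosphatase enzyme. Amount: LMPTP-A at 0.625 nM final in the reaction. Reagent: OMFP substrate, 400 µM final. Times: 50 min at room temperature. Signal: endpoint fluorescence intensity from OMFP dephosphorylation. Read-out basis: % inhibition. Benchmarks: no-enzyme and uninhibited controls.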
# DNMT1 block = inhibitors of human DNMT1; DNMT1 molecular beacon, Hinp1I cleavage, fluorescence; 360,000 compounds, 0.83% hits; inhibition (reported as % activation of signal), % at 10 µM; P26358; in the data active = inhibition above about 50%
# NRP1-CendR mod = modulators of CendR peptide binding to human neuropilin-1; inhibition, % at 25 µM; AID 602438; FAM-RPARPAR peptide binding to NRP-1, fluorescence polarization; 360,000 compounds, 0.85% hits;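 active = inhibition or corrected inhibition above about 18%, plus a signal ratio from 0.5 to 1.5, limit read from the data, passing the limit was not always enough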; also: strong numbers were not always called active
# * marks the source's active call; other numbers are inactive results; i = inactive; · = no result given; + = active, no number.
SMILES,SKN-1 inh,TbMetRS inhib,NadD block,Neddylation inh,SUMO1-SIM PPI,Scp1 inh,STEP inh,LMPTP block,DNMT1 block,NRP1-CendR mod
OC[C@H]1O[C@H](c2nc(-c3nc(-c4cccs4)no3)cs2)C[C@@H]1O,2,-0.4,-3,i,6,·,-2,2.6,1,-2
CCN(CC)S(=O)(=O)c1cccc(NC(=O)CCNC(=O)NC23CC4CC(CC(C4)C2)C3)c1,6,-0.4,0,i,-2,-4,0,1.6,-2,6
Cc1ccc(CNC(=O)CCCC(=O)Nc2cc(C)on2)cc1,-9,-1.1,1,i,1,2,-3,-1.0,-2,0
Nc1c(Cl)cnc(C(Cl)(Cl)Cl)c1Cl,18,-0.3,-5,i,-1,-4,0,2.3,3,-4
CCOC(=O)C1CCCN(CCC(=O)Nc2ccc(F)c(F)c2)C1 (stereo not drawn),5,0.2,3,i,-4,-3,0,-0.1,0,9
O=C1N/C(=C/c2ccc(N3CCOCC3)o2)C(=O)N1c1cccc(Cl)c1,0,-0.6,15,i,-11,4,-1,-0.7,-4,-92
CCCc1c(O)nc(SC2CC(=O)N(c3cc(OC)ccc3OC)C2=O)[nH]c1=O (stereo not drawn),-13,0.3,-1,i,0,-10,0,-0.8,-4,8
CCOC(=O)Cn1c(=O)oc2cc(S(=O)(=O)N(C)c3cccc(C)c3)ccc21,6,0.0,-5,i,4,-2,-2,-1.2,0,-26
COc1ccc(NC(=O)COc2nc3ccccc3nc2N2CCOCC2)c(OC)c1,10,-1.1,4,i,17,-3,0,0.4,-2,-5
O=C(Cn1cc([N+](=O)[O-])cn1)NC1CCCCCC1,-4,-0.5,-1,i,-1,-1,0,0.3,-1,-6
COc1ccc(CCNS(=O)(=O)c2cc3c4c(c2)CCN4C(=O)CC3)cc1,-13,-0.3,1,i,2,0,-1,-0.8,1,5
Cc1ccc(NC(=O)C2CCN(c3ncnc4sc(C)c(C)c34)CC2)cc1S(=O)(=O)N(C)C,7,-0.2,7,i,7,-1,0,3.0,-7,-2
Cc1ccc(CN(Cc2cccnc2)C(=O)CN2C(=O)COc3ccccc32)o1,-17,-0.6,0,i,-1,-6,-2,-2.0,-2,-11
Cc1nn(-c2ccccc2)c(C)c1CN,0,-0.2,4,i,2,-4,-1,-2.0,-2,-6
O=C(NCc1ccc(F)cc1F)Nc1cnccc1C(F)(F)F,3,-0.6,-1,i,2,-14,-2,-0.9,3,4
O=C(NCc1ccccc1)C1CNCC(C(=O)NCc2ccccc2)C1 (stereo not drawn),2,-0.2,-6,i,5,·,1,-1.6,0,6
O=C(NC1Cc2ccccc2C1)c1cc(COc2ccc(F)cc2Cl)on1,-9,-0.1,4,i,3,-3,-6,-1.4,-3,8
CCOC(=O)c1cn(CC(=O)Nc2cccc(Cl)c2)nn1,11,-0.5,-4,i,-1,-6,2,1.4,5,-6
CC(NC(=O)CC1SC(N)=NC1=O)c1ccccc1 (stereo not drawn),8,-0.2,0,i,-1,-3,1,-2.3,-1,2
CCN1C(=O)c2cccc3c(S(=O)(=O)NCc4ccccc4)ccc1c23,-17,-0.5,-3,+,-26,-8,0,-0.2,-2,14
CCOC(=O)C1(CC)NC(c2cccc(F)c2)C2C(=O)N(CC)C(=O)C21 (stereo not drawn),-2,-0.5,4,i,-1,0,-1,-0.6,0,6
Cc1ccc(S(=O)(=O)CCC(=O)OC(C)C(=O)N2CCc3ccccc32)cc1 (stereo not drawn),-5,-0.3,-10,i,1,-4,-1,-0.4,0,0
COc1cc(C)c(CN2CCCCC2CO)cc1C (stereo not drawn),5,-0.3,0,i,-2,-6,0,-0.4,4,6
O=C(CN1CCN(C(=O)c2cccc(S(=O)(=O)N3CCCC3)c2)CC1)Nc1ccccc1Cl,13,0.6,-1,i,5,-4,5,-0.1,-1,7
COC(=O)C(C(=O)OC)c1ccc(NC(=O)c2cccc(Cl)c2)cc1,2,-0.8,5,i,2,-2,0,-0.4,3,-8

# Arranged by SMILES length (smallest number first): some entries from above.
SMILES,SKN-1 inh,TbMetRS inhib,NadD block,Neddylation inh,SUMO1-SIM PPI,Scp1 inh,STEP inh,LMPTP block,DNMT1 block,NRP1-CendR mod
Cc1nn(-c2ccccc2)c(C)c1CN,0,-0.2,4,i,2,-4,-1,-2.0,-2,-6
COc1cc(C)c(CN2CCCCC2CO)cc1C (stereo not drawn),5,-0.3,0,i,-2,-6,0,-0.4,4,6
Nc1c(Cl)cnc(C(Cl)(Cl)Cl)c1Cl,18,-0.3,-5,i,-1,-4,0,2.3,3,-4
CC(NC(=O)CC1SC(N)=NC1=O)c1ccccc1 (stereo not drawn),8,-0.2,0,i,-1,-3,1,-2.3,-1,2
O=C(NCc1ccccc1)C1CNCC(C(=O)NCc2ccccc2)C1 (stereo not drawn),2,-0.2,-6,i,5,·,1,-1.6,0,6
O=C(NC1Cc2ccccc2C1)c1cc(COc2ccc(F)cc2Cl)on1,-9,-0.1,4,i,3,-3,-6,-1.4,-3,8
COc1ccc(NC(=O)COc2nc3ccccc3nc2N2CCOCC2)c(OC)c1,10,-1.1,4,i,17,-3,0,0.4,-2,-5
O=C1N/C(=C/c2ccc(N3CCOCC3)o2)C(=O)N1c1cccc(Cl)c1,0,-0.6,15,i,-11,4,-1,-0.7,-4,-92
CCOC(=O)C1(CC)NC(c2cccc(F)c2)C2C(=O)N(CC)C(=O)C21 (stereo not drawn),-2,-0.5,4,i,-1,0,-1,-0.6,0,6
Cc1ccc(S(=O)(=O)CCC(=O)OC(C)C(=O)N2CCc3ccccc32)cc1 (stereo not drawn),-5,-0.3,-10,i,1,-4,-1,-0.4,0,0
CCOC(=O)Cn1c(=O)oc2cc(S(=O)(=O)N(C)c3cccc(C)c3)ccc21,6,0.0,-5,i,4,-2,-2,-1.2,0,-26
Cc1ccc(NC(=O)C2CCN(c3ncnc4sc(C)c(C)c34)CC2)cc1S(=O)(=O)N(C)C,7,-0.2,7,i,7,-1,0,3.0,-7,-2
CCN(CC)S(=O)(=O)c1cccc(NC(=O)CCNC(=O)NC23CC4CC(CC(C4)C2)C3)c1,6,-0.4,0,i,-2,-4,0,1.6,-2,6

# Next results follow.
SMILES,SKN-1 inh,TbMetRS inhib,NadD block,Neddylation inh,SUMO1-SIM PPI,Scp1 inh,STEP inh,LMPTP block,DNMT1 block,NRP1-CendR mod
C#CCOCCOCCOCCNc1nc(N2CCN(C(=O)CCCCCCCCCCNC(=O)Cn3cc(C[C@@H](C)O)nn3)CC2)nc(N2CCN(C(=O)CCCCCCCCCCNC(=O)[C@@H]([C@H](C)O)n3cc(C)nn3)CC2)n1,15,-0.3,-3,i,4,12,-2,3.8,-30,-12
COc1ccc(Cl)cc1C(=O)Nc1ccc2c(c1)OCCO2,-2,-0.6,-8,i,2,-11,9,0.9,-4,13
COc1ccccc1OCCSc1ncnc2nc[nH]c12,-4,0.0,0,i,-1,1,-16,-3.0,-1,16
O=C1CC(c2ccccc2)CC(O)=C1C=Nc1ccc(O)cc1 (stereo not drawn),-6,0.9,3,i,-6,-4,2,1.1,-4,3
C(=C\c1ccc2nncn2c1)/c1ccccc1,14,-0.3,8,+,-17,·,0,0.3,16,-70
COc1ccc(CC(=O)NNc2ncnc3c2cnn3C)cc1OC,1,-1.3,-3,i,4,-2,4,-1.9,-3,-7
CC(C)C[C@H]1CN(CCCC[C@H]2CNC(=O)C(=O)N2CCc2ccccc2)C(=O)C(=O)N1CCC1CCCCC1,8,-0.4,18,i,5,·,·,1.0,·,-1
COc1ccc(S(=O)(=O)NCCSCc2ccc(Cl)cc2)cc1NC(C)=O,0,-0.2,-3,i,-2,-12,-1,0.7,-3,-5
O=S(=O)(Nc1ccc(-c2cn3c(n2)SCC3)cc1)c1cc(F)ccc1F,-2,0.1,4,i,6,·,6,-0.2,-2,-11
O=C(NC1CCCCC1)N(Cc1cc2cc3c(cc2[nH]c1=O)OCCO3)CC1CCCO1 (stereo not drawn),14,0.7,10,i,3,22,6,-1.3,1,-5
COc1ccc(C2NS(=O)(=O)OCC2C)cc1 (stereo not drawn),13,-0.1,-3,i,6,46,-2,-1.9,6,5
O=C(Nc1ccccc1-c1ccccc1)c1cccc([N+](=O)[O-])c1,10,-0.1,-1,i,-26,-11,0,1.2,-2,2
O=C1CSC(c2ccc(F)cc2)N1c1nc2ccccc2s1 (stereo not drawn),7,-0.4,-7,i,-2,-5,1,1.8,2,7
CCOc1ccc(C(=O)CCC(=O)NN2C(=O)NC3(CCCCC3)C2=O)cc1,1,-0.2,-2,i,-5,2,-2,-1.2,-2,-15
CC(OC(=O)C12CCC(=O)N1c1ccccc1S2)C(=O)Nc1cccc(Cl)c1 (stereo not drawn),11,-0.3,-4,i,5,-6,-4,0.1,3,-6
COc1ccc(NC(=O)c2ccc(CN3CCN(c4ccccc4)CC3)cc2)cc1,-6,-0.8,-3,i,5,-3,-5,-0.3,1,11
CCCCNc1nc(=S)[nH]c2cc(OC)c(OC)cc12,-13,-1.2,-2,i,19,0,1,-0.8,-8,0
COc1cccc(CNC(=O)C(=O)NCCC2CCCCN2S(=O)(=O)c2ccccc2)c1 (stereo not drawn),8,-0.5,-12,i,-1,-8,0,0.2,-1,-4
COc1cccc2cc(C(=O)N3CCN(c4ncccn4)CC3)c(=O)oc12,-25,-1.1,-2,i,-5,6,-1,-0.6,1,-4
CCc1ccc(NC(=S)NCC2CCCN2CC)cc1 (stereo not drawn),2,-0.1,-1,i,-2,-13,8,-1.1,0,3
COc1cc(CNC[C@H]2O[C@@H](n3cc(C)c(=O)[nH]c3=O)C[C@@H]2O)ccc1OCc1cccc(Cl)c1,-3,0.5,-4,i,3,·,1,-1.0,-1,0
CC(C)(C)N1CC(c2nc3ccccc3n2CCOc2ccccc2)CC1=O (stereo not drawn),-2,0.4,-3,i,3,3,6,0.9,1,-14
Oc1ccc(/C=N/Nc2nccnc2Cl)c(O)c1,5,-1.5,0,i,-28,-4,-4,0.6,-2,-4
